High-throughput results from PubChem.
hK5 inh: kallikrein 5 (human) inhibition. inhibition, % at 5 µM. Q9Y337. recombinant hK5, fluorogenic AMC substrate cleavage. 0.59% of 210,000 active;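 active = inhibition of 40% or more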;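 note: 0% = enzyme controls without compound and 100% = no-enzyme blanks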
Target sequence (Q9Y337 67-293 limits assumed): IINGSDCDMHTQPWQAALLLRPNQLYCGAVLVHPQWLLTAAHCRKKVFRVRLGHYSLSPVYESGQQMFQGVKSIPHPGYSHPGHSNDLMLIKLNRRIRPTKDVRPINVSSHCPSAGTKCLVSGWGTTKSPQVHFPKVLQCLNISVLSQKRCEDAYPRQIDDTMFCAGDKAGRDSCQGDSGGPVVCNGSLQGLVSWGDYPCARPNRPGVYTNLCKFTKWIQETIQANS
PERK inhibitor: human PERK inhibition, primary cell-based screen. Q9NZJ5. CHO PERK-DD fusion, SEAP luminescence translation reporter. inhibition, % at 5.6 µM. 0.17% of 220,000 active. AID 1416;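 active = inhibition above the mean inhibition of all tested compounds plus 3 SD, set separately per screening campaign, cut at about 2.9% in these data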;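 note: PERK kinase domain activated by AP20187 dimerizer at 100 nM; 0% = DMSO with dimerizer and 100% = rapamycin at 8.4 µM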
Furin inhibitor: inhibitors of human furin; P09958; inhibition, % at 30 µM; purified furin, fluorogenic substrate cleavage; AID 463115; 0.061% of 220,000 active; in the data active = inhibition above about 25%; note: inactives centre near -15
FXIIa inh: factor XIIa (human) inhibition; purified FXIIa, Boc-QGR-AMC fluorogenic substrate, 2 h; inhibition, % at 5 µM; 0.3% of 220,000 active; AID 800; in the data active = inhibition above about 40%;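 note: 0% = enzyme with no compound and 100% = blank without enzyme; many of its hits are not listed in these tables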
Rad51 HR inh: blocks human Rad51 in homologous recombination | hRad51 DNA strand exchange, fluorescence dequenching | inhibition, % at 10 µM | Q06609 | 0.085% of 200,000 active;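 active = inhibition above 40% at the single screening dose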;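 note: 0% = DMSO control wells and 100% = blanks with heterologous ssDNA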
Target sequence (Q06609 whole entry, looked up): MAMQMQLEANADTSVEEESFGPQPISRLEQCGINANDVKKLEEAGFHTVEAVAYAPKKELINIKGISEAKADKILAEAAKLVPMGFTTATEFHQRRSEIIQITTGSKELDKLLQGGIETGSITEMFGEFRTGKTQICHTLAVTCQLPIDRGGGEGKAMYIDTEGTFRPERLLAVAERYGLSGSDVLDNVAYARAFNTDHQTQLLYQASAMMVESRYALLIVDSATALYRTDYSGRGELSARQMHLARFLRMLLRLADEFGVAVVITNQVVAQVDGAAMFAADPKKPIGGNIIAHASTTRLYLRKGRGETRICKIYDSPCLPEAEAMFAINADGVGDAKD
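Material: human Rad51–ssDNA filaments; Probe or stimulus: labelled 47-mer dsDNA for strand exchange; Doses: single 10 µM dose; Incubation: 37 °C 15-min filament assembly, 30-min compound preincubation, 15-min exchange; Technique: FRET fluorescence dequenching, excitation 485 nm, emission 520 nm; Measure: Fluorescence-based percent inhibition, control- and blank-normalised; Benchmarks: plate control and blank wells.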
FXIa inh: blocks human coagulation factor XIa protease activity; P03951; purified FXIa, Boc-Glu-Ala-Arg-AMC fluorogenic substrate; inhibition, % at 5 µM; 0.14% of 220,000 active; AID 798;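 active = inhibition of at least 40%; inactive = inhibition below 40%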;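 note: fluorescence of freed AMC excited at 355 nm; 0% = enzyme without compound and 100% = no enzyme blank; many of its hits are not listed in these tables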
Cl transport mod: modulates chloride dependent transport by human KCC2 | KCC2 cells, thallium flux FluoZin-2 fluorescence | Q9H2X9 | B-score of Tl+ flux slope (higher = more flux/activation; lower = inhibition) at 10 µM | 2.2% of 190,000 active;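 active = thallium flux slope and its plate-corrected score both differing from the plate sample mean at a set confidence after two filtering rounds, in either direction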;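 note: slope of fluorescence scaled to starting intensity during 10 to 20 s after thallium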
thrombin 1536: blocks human thrombin protease activity; alpha-thrombin, Boc-VPR-AMC fluorogenic substrate cleavage; P00734; 0.26% of 220,000 active; inhibition, % at 5 µM; AID 1046;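 active = inhibition at or above 40%; inactive = inhibition below 40%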;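 note: 0% = enzyme with no compound and 100% = wells without enzyme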
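Test system: human alpha-thrombin; medium: pH 7.5 Tris-saline with Tween 20; times: reaction at room temperature; signal: AMC fluorescence at 355 nm excitation and 460 nm emission; also added: Boc-VPR-AMC substrate, 15 µM final; dosing: one concentration per compound, 5 µM, with 0.2% DMSO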
m-calpain inh: blocks pig calpain II enzyme activity; purified calpain II, fluorogenic peptide substrate, 30 min; inhibition, % at 16 µM; 0.37% of 220,000 active;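 active = inhibition above about 50%, limit read from the data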
The depositor's hits bear a star; i = inactive; . = not tested or not shown; [ ] = another dose, or the depositor's remark.

SMILES | hK5 inh | PERK inhibitor | Furin inhibitor | FXIIa inh | Rad51 HR inh | FXIa inh | Cl transport mod | thrombin 1536 | m-calpain inh
Cn1ncc(Cl)c1C(=O)Nc1ccncc1 | -5.8 | 0.1 | -17.6[20 µM] | 13.2 | -4.0 | 8.0 | . | 1.2 | 9.2
CN(C)c1cccc(C(=O)OCC(=O)Nc2ccccc2-c2ccccc2)c1 | -6.4 | -0.1 | -10.7 | 7.4 | -3.0 | -5.8 | 0.383 | -12.1 | -12.7
CCN(CC(=O)Nc1sc2c(c1C#N)CCCC2)Cc1nc2ccccc2c(=O)[nH]1 | -5.4 | -0.7 | -24.7 | 5.7 | 5.0 | -4.2 | 0.424 | 0.9 | -15.7
O=C(Nc1nnc(C2CC2)s1)C1CCCCN1S(=O)(=O)c1ccccc1 (stereo not drawn) | -4.5 | 0.2 | -16.8 | 9.8 | -17.9 | 0.5 | -0.0224 | -8.9 | -15.0
O=C(O)c1cccc(Cl)n1 | 0.4 | 0.9 | -18.7 | 17.8 | 17.6 | 1.6 | 0.929 | 4.7 | -3.4
COc1cc(Cn2cnnn2)ccc1O | -6.1 | 0.9 | -15.4 | 6.2 | -10.9 | 0.6 | -0.0347 | -1.4 | -14.9
CC1CCN(C(=O)COc2cccc3c2CCN(Cc2ccccc2)C3=O)CC1 | -3.9 | 0.5 | -28.1 | 4.3 | 4.7 | -4.4 | -1.19 | -5.7 | -9.5
COc1cccc(C2NC(=O)NC(C)=C2C(=O)Nc2ccc(C)cc2)c1OC (stereo not drawn) | -3.0 | -0.8 | -21.6 | -0.7 | 3.5 | -3.0 | 0.218 | -3.5 | -7.0
COCCCN1C(=O)c2[nH]nc(-c3cc(C)cc(C)c3O)c2C1c1ccc(O)c(OC)c1 (stereo not drawn) | -9.1 | -0.3 | -21.4 | 12.2 | -3.9 | 6.9 | . | 1.6 | -41.2
Cc1ccc(CCNC(=O)NC(C)(C)C)cc1 | -1.6 | 0.8 | -22.9[20 µM] | 8.3 | -2.3 | -4.7 | -0.0371 | 1.8 | -24.2
CCOC(=O)N1CCC(NC(=O)CCc2nc(-c3ccccc3F)no2)CC1 | 9.0 | -0.3 | -17.4[20 µM] | -5.7 | 0.2 | -9.9 | 0.246 | -7.1 | -13.7
Cc1sc2nc(COC(=O)c3ccc(N4CCCC(C)C4)c([N+](=O)[O-])c3)[nH]c(=O)c2c1C (stereo not drawn) | -9.1 | 0.1 | -27.0 | 14.4 | 15.3 | 6.8 | 1.28 | 3.2 | -61.3
COc1ccc(/C=N/Nc2nc3ccccc3o2)cc1OC | 1.9 | 0.1 | -10.5[20 µM] | 21.5 | -7.9 | 8.1 | . | 4.4 | -18.2
CC1CCN(C(=O)/C(=C\c2cccs2)NC(=O)c2ccccc2)CC1 | -0.6 | -0.1 | -29.7 | 6.4 | 6.5 | -4.5 | -2.19 | 9.5 | -4.8
CN(C)CCCCCN(C)Cc1cc2ccccc2o1 | -18.1 | -0.2 | -17.5 | 2.7 | 13.6 | -10.5 | -0.43 | -1.3 | -17.8
CCCCn1c(SCC(=O)Nc2ccccc2C(F)(F)F)nc2ccsc2c1=O | -0.9 | 0.4 | -3.0[20 µM] | -26.8 | 3.3 | -0.8 | -1.79 | -6.4 | 40.2
Cc1cccc(C(=O)NC(=S)NCc2cccnc2)c1 | -12.3 | 0.8 | -5.6 | 4.1 | 8.6 | 6.9 | 0.627 | -4.9 | 8.5
COc1ccc(/C=C/C(=O)N2CCC(c3ccccc3)C2)cc1 (stereo not drawn) | -19.0 | 0.9 | -3.9 | 12.4 | -0.5 | 5.4 | -2.84 | 1.1 | 11.4
S=c1[nH]nc(-c2cc(-c3ccccc3)n[nH]2)n1/N=C/c1c(Cl)cccc1Cl | 6.1 | 1.1 | -28.8 | 6.1 | -9.5 | 3.5 | 1.09 | -2.5 | -10.0
CCOC(=O)CN1C(=O)C(C)(C)Oc2ccc(C(=O)NC(C)(C)CC)cc21 | 17.6 | -1.1 | -18.4 | 11.5 | 2.4 | 2.5 | -0.28 | 1.9 | -16.9
CCOC(=O)C(C)(C)NS(=O)(=O)c1ccc(Cl)c([N+](=O)[O-])c1 | 2.2 | -0.1 | -18.4 | 22.0 | 5.7 | 17.0 | -0.576 | -10.9 | 34.5
CC1(C)CC(NNCCC#N)=CC(=[N+]2CCCC2)C1 | -11.3 | -0.7 | -11.2 | 9.2 | -10.3 | 10.7 | 0.0054 | 2.5 | 18.7
COc1ccc([N+](=O)[O-])cc1N(CC(O)CN(C)C)S(=O)(=O)c1ccccc1 (stereo not drawn) | -16.2 | 0.8 | -14.6 | 7.0 | -4.2 | 2.9 | 0.12 | -12.5 | -7.5
COc1cccc(C2CC(=O)N3CN(c4ccccc4F)CSC3=C2C#N)c1 (stereo not drawn) | 31.4 | -1.3 | -19.5 | 10.4 | 1.5 | 14.8 | . | 24.0 | -34.0
O=C(CSc1ccc(-c2ccccn2)nn1)NCc1ccccc1 | 5.9 | 0.4 | -7.8 | 9.0 | 17.4 | -2.8 | -0.121 | -5.4 | -11.3
O=C(CSC(=S)N1CCCCC1)c1c(F)cccc1F | 2.1 | 1.8 | -18.0 | 6.7 | -22.5 | 5.9 | . | -2.0 | 16.8
Cc1c(Cl)cccc1-n1c(-c2cccnc2)n[nH]c1=S | -4.1 | 1.5 | -28.1 | 6.4 | 23.3 | 0.2 | 0.345 | 7.4 | -30.5
CCCCCNC(=O)c1ccc2c(=O)n(CC3CCCO3)c(=O)[nH]c2c1 (stereo not drawn) | -1.1 | -0.2 | -22.9 | 5.8 | -6.1 | 0.1 | . | -5.9 | 3.4
O=C(COC(=O)/C=C/c1cn(-c2ccccc2)nc1-c1cccnc1)Nc1ccc(Cl)cc1Cl | -7.7 | 0.0 | -14.9 | 3.8 | -4.1 | -3.9 | -0.248 | -15.2 | -9.8
Nc1ccc2oc(-c3cccs3)nc2c1 | -27.3 | 0.3 | -34.0 | 17.3 | 5.0 | 7.9 | -3.89* | -6.9 | -157.1
CCOC(=O)c1ccc(NC(=O)CN2C(=O)NC3(CCC(C)CC3)C2=O)cc1 (stereo not drawn) | -3.4 | 0.5 | -22.4 | 5.4 | 0.1 | -7.7 | 0.445 | -13.5 | -7.7
O=C(N[C@H]1CC1c1ccccc1)c1ccc([N+](=O)[O-])cc1 (stereo partly drawn) | 0.2 | 0.4 | -22.2 | 8.2 | 3.6 | 0.7 | -1.26 | -1.6 | -1.2
Clc1ccc(OCCN2CCN(c3ncnc4sccc34)CC2)cc1 | -17.2 | -1.5 | -14.3 | -2.0 | -2.4 | -4.0 | -2.25 | -10.2 | 6.8
COc1cc(C(=O)NCc2ccc3[nH]c(C)cc3c2)cc(OC)c1OC | 2.3 | 0.0 | -0.1 | 13.5 | -6.9 | 8.7 | -1.21 | . | 26.5
CCO/C=C1/C(=O)N(C(C)=O)c2ccccc21 | -6.6 | -0.3 | -26.3[20 µM] | 12.3 | -2.2 | 8.1 | -3.49 | 1.3 | -10.4
COc1cc(O)oc1C=Nc1ccc(C(=O)O)cc1 | 4.9 | -0.6 | -3.7 | 5.2 | -3.6 | 5.5 | 0.759 | 1.7 | -9.3
O=C(Nc1nc2ccccc2s1)c1ccc(N2CCCCC2)c([N+](=O)[O-])c1 | -0.1 | 0.9 | -14.4 | 8.6 | -2.4 | 3.4 | -1.28 | -7.3 | 1.2
Cc1ccc(C(=O)Nc2nc3ccccc3s2)s1 | -8.9 | -0.1 | -5.8 | 7.8 | . | 5.2 | 1.43 | 0.5 | -2.7
O=C(Nc1nc2ccccc2[nH]1)C1CCN(S(=O)(=O)c2cccs2)CC1 | -15.1 | -1.7 | -13.6[20 µM] | -5.7 | -3.2 | -4.1 | -0.24 | -8.2 | 5.2
Cc1cc(C)nc(N2CCCC(C(=O)NC(C)CCc3ccco3)C2)n1 (stereo not drawn) | -0.4 | -1.4 | -15.7 | 12.3 | -4.9 | 3.5 | . | 3.0 | -19.4
CCCCn1c(=O)[nH]c(=O)c2c(C(=O)OCC)cc(-c3cccs3)nc21 | -16.4 | 0.2 | -53.8 | -7.0 | -2.1 | -11.9 | -0.0659 | -26.3 | i
COc1ccc2c(c1)c1nc3n(c(=O)c1n2CC(=O)Nc1cc(C)[nH]n1)CCS3 | -5.7 | 0.2 | -14.6 | 5.9 | 2.9 | 2.4 | -0.379 | . | -221.0
C1CC1Cc1noc(CN2CCN(CC3CC3)CC2)n1 | -6.9 | 0.6 | -23.5 | 2.2 | 0.4 | -7.2 | 0.351 | -11.6 | -24.5
Cc1cc(-c2n[nH]c(=S)n2Cc2ccccc2)cs1 | -15.1 | 1.8 | -15.8 | 22.2 | -41.3 | 16.4 | 2.91 | -3.9 | 2.9
Cc1cc(C)cc(-n2c(C)cc(/C=N/NC(=O)c3ccncc3)c2C)c1 | 4.1 | -0.4 | -18.7 | 11.6 | 2.2 | 1.7 | 0.737 | -0.6 | 0.6
Cc1cccc(C)c1NC(=O)NN=C1CCCCC1 | 0.9 | 0.7 | -9.9 | 4.3 | 1.7 | -0.4 | 0.428 | -5.3 | 6.6
CC1(C(=O)Nc2nnc(C(C)(C)C)s2)Cc2ccccc2C(=O)O1 (stereo not drawn) | 33.8 | 0.1 | -12.6[20 µM] | 15.0 | . | 7.0 | . | 10.7 | 3.2
O=C(C1=C(O)C(=O)N(Cc2cccnc2)C1c1ccccn1)c1cccs1 (stereo not drawn) | 1.0 | -0.2 | 2.3 | 3.0 | -13.7 | -2.4 | 1.12 | -4.6 | 8.5
O=C(CSc1ncn[nH]1)c1ccc2c(c1)OCO2 | 18.9 | 1.0 | -10.4[20 µM] | 4.4 | 2.5 | 4.0 | . | 2.5 | 14.9
C=CCn1c(SCC(=O)Nc2cc(C)ccc2C)nnc1-c1cnccn1 | -8.5 | 0.1 | -28.4 | 15.4 | -0.8 | -1.6 | -0.148 | 2.6 | -28.4
O=C(CSc1nnc(-c2cc(-c3cccs3)nc3ccccc23)o1)NC1CCCCC1 | -0.1 | -0.4 | -12.3[20 µM] | 8.0 | -5.2 | -0.9 | 1.14 | 2.4 | -403.4
CCOC(=O)CSc1nccc(N(C)C)c1C#N | -7.7 | 1.2 | -11.9 | 10.3 | 3.0 | -4.1 | 0.339 | -0.6 | -1.6

Whole records as entered above. Screens in order: hK5 inh, PERK inhibitor, Furin inhibitor, FXIIa inh, Rad51 HR inh, FXIa inh, Cl transport mod, thrombin 1536, m-calpain inh
Entry for `C=CCn1c(SCC(=O)Nc2cc(C)ccc2C)nnc1-c1cnccn1` : -8.5, 0.1, -28.4, 15.4, -0.8, -1.6, -0.148, 2.6, -28.4
Entry for `O=C(CSc1ncn[nH]1)c1ccc2c(c1)OCO2` : 18.9, 1.0, -10.4[20 µM], 4.4, 2.5, 4.0, ., 2.5, 14.9
Entry for `O=C(CSc1nnc(-c2cc(-c3cccs3)nc3ccccc23)o1)NC1CCCCC1` : -0.1, -0.4, -12.3[20 µM], 8.0, -5.2, -0.9, 1.14, 2.4, -403.4

Some of the compounds tested (hit frequency here may not be typical).
